# Screening data (PubChem)
# BRCT inh green: blocks human BRCA1 BRCT binding to phosphopeptide, green readout. P38398. BRCA1 BRCT-phosphopeptide binding, green fluorescence polarization. Potency, µM (titrated, usually from 76.9 µM), for inactives: at the highest dose activity change, negative = inhibition, usual class: inhibitors. 0.05% of 75,000 active;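 further: potency means the concentration at half of the fitted maximal effect; plate controls were peptide without protein for full effect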
# Target sequence (P38398 whole entry, looked up): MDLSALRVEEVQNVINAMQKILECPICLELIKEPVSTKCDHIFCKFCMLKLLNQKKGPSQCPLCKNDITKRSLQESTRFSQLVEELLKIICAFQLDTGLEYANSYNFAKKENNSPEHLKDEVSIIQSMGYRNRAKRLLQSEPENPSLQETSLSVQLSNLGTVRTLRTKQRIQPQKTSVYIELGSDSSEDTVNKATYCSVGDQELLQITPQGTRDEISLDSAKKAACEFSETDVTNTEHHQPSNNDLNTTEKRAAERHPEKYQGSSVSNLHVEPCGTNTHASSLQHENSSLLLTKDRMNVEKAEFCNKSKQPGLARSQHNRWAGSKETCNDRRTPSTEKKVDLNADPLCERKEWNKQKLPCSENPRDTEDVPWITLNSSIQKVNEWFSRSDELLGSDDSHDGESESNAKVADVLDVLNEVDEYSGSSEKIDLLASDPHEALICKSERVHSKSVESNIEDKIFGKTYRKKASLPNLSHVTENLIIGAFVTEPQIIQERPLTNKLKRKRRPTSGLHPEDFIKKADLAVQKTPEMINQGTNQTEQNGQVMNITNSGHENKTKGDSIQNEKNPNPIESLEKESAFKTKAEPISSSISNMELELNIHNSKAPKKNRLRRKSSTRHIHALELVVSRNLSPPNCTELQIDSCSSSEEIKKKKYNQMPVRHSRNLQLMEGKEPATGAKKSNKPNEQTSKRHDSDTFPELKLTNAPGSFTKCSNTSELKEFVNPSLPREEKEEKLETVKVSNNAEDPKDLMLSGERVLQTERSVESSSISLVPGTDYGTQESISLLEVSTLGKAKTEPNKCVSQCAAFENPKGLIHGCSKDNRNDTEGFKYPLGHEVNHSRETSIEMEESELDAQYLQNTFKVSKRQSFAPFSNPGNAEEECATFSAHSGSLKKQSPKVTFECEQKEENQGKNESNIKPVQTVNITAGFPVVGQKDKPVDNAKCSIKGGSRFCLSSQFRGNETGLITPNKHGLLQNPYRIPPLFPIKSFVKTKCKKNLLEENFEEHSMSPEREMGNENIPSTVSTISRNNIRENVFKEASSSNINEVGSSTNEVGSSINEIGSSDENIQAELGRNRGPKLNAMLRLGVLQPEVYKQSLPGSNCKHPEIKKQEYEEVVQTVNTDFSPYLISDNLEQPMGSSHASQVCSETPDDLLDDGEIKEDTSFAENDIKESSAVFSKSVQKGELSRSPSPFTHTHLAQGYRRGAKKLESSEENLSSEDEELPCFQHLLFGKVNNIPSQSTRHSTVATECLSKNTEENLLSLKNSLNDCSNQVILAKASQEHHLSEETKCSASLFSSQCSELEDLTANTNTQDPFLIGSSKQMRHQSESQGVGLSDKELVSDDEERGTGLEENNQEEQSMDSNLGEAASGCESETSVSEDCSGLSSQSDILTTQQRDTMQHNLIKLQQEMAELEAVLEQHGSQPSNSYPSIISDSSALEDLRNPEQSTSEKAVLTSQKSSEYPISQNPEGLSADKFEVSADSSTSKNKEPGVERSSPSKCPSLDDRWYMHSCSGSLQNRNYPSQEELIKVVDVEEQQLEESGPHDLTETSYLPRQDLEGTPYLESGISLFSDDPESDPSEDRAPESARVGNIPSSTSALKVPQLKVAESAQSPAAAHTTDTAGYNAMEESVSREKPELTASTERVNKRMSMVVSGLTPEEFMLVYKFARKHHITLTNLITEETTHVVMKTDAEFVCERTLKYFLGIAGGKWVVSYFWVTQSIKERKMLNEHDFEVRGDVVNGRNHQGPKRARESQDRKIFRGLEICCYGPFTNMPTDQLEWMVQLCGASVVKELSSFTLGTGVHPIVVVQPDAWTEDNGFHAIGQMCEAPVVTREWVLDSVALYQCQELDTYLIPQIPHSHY
#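 Fluorescence polarization: His-tagged BRCT (~35 kDa BRCA1 C-terminus, 250 nM) bound to 100 nM fluorescein-labeled phosphorylated 10-aa BACH1 peptide, pH 7.3 phosphate buffer with DTT and Tween 20. Compounds incubated 12 min at room temperature; inhibition read as lowered polarization.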
# BRCT inh red: BRCT-phosphoprotein interaction inhibition (red fluorophore). 0.03% of 75,000 active. P38398. Potency, µM (highest dose often 76.9 µM), for inactives: at the highest dose activity change, negative = inhibition, usual class: inhibitors. BRCT-phosphopeptide binding, red fluorescence polarization; further: on the % scale 0 is the no-effect control and ±100 the full control effect
#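 Rhodamine-labelled pBACH1 10-mer (100 nM) bound to BRCT domain (100 nM) at pH 7.3; compounds incubated 12 min room temperature, polarization read. Free peptide defines full inhibition; unlabelled decapeptide titrated as control.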
# CRE Fsk mod: alters forskolin-stimulated CRE reporter signaling in CHO cells. CHO CRE-bla reporter (cAMP response element driving beta-lactamase), forskolin EC10, beta-lactamase ratio. Potency, µM (series often up to 38.2 µM), without a hit: at the top dose activity change, negative = inhibition, hits mostly activators. 2.5% of 71,000 active; active means well fitted activation curve with a large enough effect in the signal ratio, with a control signal flat, not every such curve was filed as active; inconclusive means small, poorly fitted or top-dose-only effect, or effect the other way, or a change in a side signal; the % refers to the signal ratio; further: potency means the concentration at half of the fitted maximal effect; % of control where 0% means no effect
#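 Cells were plated overnight at 37 °C, exposed to compound titrations plus EC10 NKH 477 for 3 h, then given CCF4 dye for 2 h at room temperature. Blue/green (460/530 nm) ratio was converted to %Activity and AC50 values calculated.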
# Hsp90 Hop PPI: changes Hsp90-Hop TPR2A binding signal, up or down; AlphaScreen TPR2A-His6 binding biotin-Hsp90 C-terminal peptide; Potency, µM (titrated, usually from 57 µM), without a hit: at the top dose activity change, negative = inhibition; 0.44% of 71,000 active; active means well fitted curve in either direction with a large enough effect; inconclusive means small, poorly fitted or top-dose-only effect, or another doubt; further: potency means the concentration at half of the fitted maximal effect; on the % scale 0 is the no-effect control and ±100 the full control effect; many of its hits are not listed in these tables
# Pol III holo inh: blocks replication by bacterial DNA polymerase III holoenzyme. reconstituted DNA polymerase III holoenzyme replication, biochemical. Potency, µM (top dose mostly 57.1 µM), for inactives: at the top dose activity change, negative = inhibition. 0.25% of 71,000 active. AID 603; further: potency means the concentration at half of the fitted maximal effect; on the % scale 0 is the no-effect control and ±100 the full control effect
#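 Reconstituted *E. coli* holoenzyme (0.35 nM Pol III, 1 nM beta, 154 nM SSB, 2 nM primase) was preincubated with compound for 15 min at RT. Synthesis on 1.4 nM ssM13Gori ran 35 min, then was stopped with PicoGreen/EDTA and read as dsDNA fluorescence.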
# ALOX15 inhib: 15-hLO (ALOX15) enzyme inhibition; 1.4% of 74,000 active; P16050; Potency, µM (doses to about 57.1 µM), inactives show top-dose activity change, negative = inhibition, most hits filed as inhibitors; purified 15hLO-1, xylenol orange hydroperoxide absorbance; further: potency means the concentration at half of the fitted maximal effect; on the % scale 0 is the no-effect control and ±100 the full control effect; nearly all actives have a fitted effect of over 55% in size
#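 Purified human 15hLO-1 (40 nM final) in 25 mM Hepes pH 7.5, 0.01% Triton X-100 was preincubated with compound 15 min at room temperature, then reacted 6 min with 50 uM arachidonic acid; hydroperoxide detected by Fe-XO, 573/405 nm absorbance ratio.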
# 4-MU autofl: 4-MU region autofluorescence; max dye-equivalent concentration, M; 11% of 59,000 active; compound autofluorescence, 340/450 nm, 4-MU equivalents; hits give high values; in the data active means max dye-equivalent concentration above about 10 nM; inconclusive means mostly about 1.1 nM to 9.6 nM
#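 Intrinsic fluorescence at 340/450 nm (ex/em) was read after 15 min at room temperature in pH 8.0, 100 mM Tris. Each compound concentration expressed as 4-MU-equivalent concentration from a six-point 4-MU standard series on each plate.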
# Epigenetic mod: derepresses silenced GFP locus in mouse C127i cells. mouse C127i GFP locus derepression, cytometry, 30 h. Potency, µM (titrated, usually from 46.1 µM), for the others: at the top dose GFP derepression (activation). 0.09% of 68,000 active. AID 597; further: % of control where 0% means no effect
#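 Murine C127i mammary cells carrying a silenced, stably integrated CMV-driven GFP reporter were treated with compound for 30 hours at 37 C. After PBS washes, GFP-positive cells were counted by laser-scanning microplate cytometry.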
# A350 fluor: compound fluoresces in the Alexa 350 spectral region; Compound autofluorescence, 340/450 nm, Alexa 350 dye-equivalents; hits give high values; max dye-equivalent concentration, M; 11% of 59,000 active; in the data active means max dye-equivalent concentration above about 10 nM; inconclusive means mostly about 1.1 nM to 9.6 nM
# HBB splice mod: alters splicing of the hemoglobin beta chain; AID 925; 0.06% of 65,000 active; HBB splicing reporter cell assay, activation; EGFP reporter with mutant IVS2-654 intron; response scale: normalised to 500 nM splice-correcting PNA; Potency, µM (top dose mostly 46.1 µM), for inactives: at the top dose activation, actives largely listed as activators; further: potency means the concentration at half of the fitted maximal effect; 0% is about no effect
#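 HeLa cells stably expressing EGFP interrupted by mutant beta-globin intron 2 (IVS2-654), 500/well in 2% FCS. Treated with compound for 2 days at 37C. Splicing correction scored as total well GFP intensity (488 nm excitation, 500-520 nm emission); 500 nM antisense PNA served as control.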
# Ub-GFP proteasome: ubiquitin-GFP accumulation via proteasome inhibition; Ubiquitin-GFP reporter cells, proteasome inhibition, GFP fluorescence; response scale: untreated = 0%, 10 µM MG-132 = 100%; 67,000 tested, under 10 active; Potency, µM (titrated, usually from 45.9 µM), for inactives: at the top dose activation (GFP accumulation), hits mostly activators; AID 526; active means well fitted activation curve with a large enough effect, not every such curve was filed as active; inconclusive means small, poorly fitted or top-dose-only effect, or another doubt; inactive means no such curve, though single readings can be large or run the other way; further: potency means the concentration at half of the fitted maximal effect
#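 Proteasome blockade was scored as a rise in GFP-expressing U2OS cells carrying a ubiquitin(G76V)-GFP construct, imaged after 4 hr compound treatment at 37 °C across a 46 uM–2.9 nM series.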
# An asterisk follows results filed as active; i = inactive; u = inconclusive; x = not tested or not shown; [ ] = remark or other dose. Unless noted, the call rests on the fitted dose curve; in most records, active means well fitted curve in the direction sought with a large enough effect; inconclusive means small, poorly fitted or top-dose-only effect, or another doubt; inactive means no such curve, though single readings can be large; an effect the other way counts as inactive or inconclusive.
SMILES	BRCT inh green	BRCT inh red	CRE Fsk mod	Hsp90 Hop PPI	Pol III holo inh	ALOX15 inhib	4-MU autofl	Epigenetic mod	A350 fluor	HBB splice mod	Ub-GFP proteasome
CCC(c1nnnn1CS(=O)(=O)c1ccc(C)cc1)N1CCN(c2nc3ccccc3s2)CC1 (configuration not stated)	-1.5%	-1.1%	2.0%	2.5%	-8.8%	-7.5%	i	0.0%	i	x	1.5%
CCOc1ccc(N(CC(=O)Nc2ccc3c(c2)OCCO3)S(=O)(=O)c2c(C)noc2C)cc1	0.3%	0.0%	u	-2.9%	1.6%	-10.0%	x	2.4%	x	-0.7%	2.9%
CCc1ccc(NC(=O)CSc2nnc(-c3ccccn3)n2C)cc1	-1.6%	-0.2%	3.7%	-15.4%	-4.8%	0.8%	i	0.0%	u	1.8%[0.369 µM]	4.3%
C=CCn1c(SCCCCCC)nc(O)cc1=O	-0.4%	0.2%	u	-1.6%	-4.4%	2.2%	i	1.6%	u	2.9%[0.369 µM]	-6.0%
COc1ccc(N2CCN(C(c3cc(OC)ccc3OC)c3nnnn3Cc3ccco3)CC2)cc1 (configuration not stated)	-1.7%	1.0%	u	u	-0.3%	-24.8%	i	-1.0%	i	-0.9%	0.6%
O=C(CSc1ccc2nnc(-c3ccc(F)cc3)n2n1)NCC1CCCO1 (configuration not stated)	-0.9%	2.0%	-2.9%	-1.8%	-6.6%	u	1.61e-08M*	1.0%	1.91e-08M*	-0.3%	-6.2%
Cc1nc2sc3c(c2c(=O)[nH]1)CCC3	0.5%	1.5%	u	-0.6%	2.3%	-2.4%	x	-1.8%	x	1.7%	0.0%
CC(C)(C)C1CCc2[nH]nc(C(=O)O)c2C1 (configuration not stated)	-2.4%	0.4%	-26.9%	-0.1%	-1.4%	3.4%	i	2.3%	i	-1.4%	1.3%
COc1ccccc1OC1=NS(=O)(=O)c2ccccc21	-1.2%	-0.5%	-3.4%	1.8%	-7.2%	5.2%	i	1.0%	i	x	-1.7%
Cc1ccc(CNC(=O)C2CC(=O)OC23CCCC3)c(C)c1 (configuration not stated)	-1.4%	-1.4%	-10.0%	-8.4%	-4.7%	-21.3%	i	0.0%	i	-0.8%	-3.9%
COc1ccccc1-c1cn(S(=O)(=O)c2ccc(F)cc2)nc1N	-1.3%	-2.1%	15.9%	u	5.5%	-4.0%	i	6.5%	i	5.8%	-0.7%
O=c1oc2cc(O)ccc2cc1-c1ccc(F)cc1	-3.5%	-0.7%	-3.4%	-3.7%	-3.1%	1.7%	9.51e-08M*	0.0%	1.03e-07M*	-1.5%	-4.6%
O=C(CSc1nnnn1-c1ccccc1)N1CCc2ccccc2C1	-1.1%	-2.5%	u	-4.4%	-6.8%	1.9%	i	2.9%	i	-2.5%	-2.9%
Cc1noc(C)c1COC(=O)c1ccc(-c2nc3ccccc3s2)s1	-1.5%	1.1%	u	3.3%	-3.0%	-12.0%	2.16e-07M*	-0.2%	3.19e-07M*	-2.8%	-1.8%
COc1cc2c(C(=O)NCCCN3CC(C)CC(C)C3)cn(CC(C)C)c(=O)c2cc1OC (configuration not stated)	0.1%	0.6%	u	1.3%	-3.6%	12.3%	i	-1.2%	i	-0.5%	5.4%
Cn1c(=O)c(-c2ccc(F)cc2)nc2cnc(OCc3ccccc3)nc21	-5.2%	-0.1%	12.6µM*	-4.2%	8.5%	-2.4%	u	7.7%[9.22 µM]	u	-1.7%	0.9%
Cc1cc(NC(=O)c2cc3n(n2)C(C(F)(F)F)CC(c2ccco2)N3)n(-c2ccccc2)n1 (configuration not stated)	-0.6%	0.0%	u	-5.1%	-6.2%	4.2%	i	1.0%	i	-0.2%[57.5 µM]	-1.1%
C=CCn1c(CSc2nc3ccccc3s2)nnc1SCC(=O)NCCN1CCOCC1	1.3%	0.6%	-3.9%	-2.8%	-5.9%	4.0%	x	0.0%	x	-5.5%	1.6%
Cn1c(=O)c2c(SCC(=O)NCc3ccco3)nc(CC(C)(C)C)nc2n(C)c1=O	1.8%	0.5%	u	-3.4%	-3.4%	-9.2%	x	x	x	0.0%	4.4%
CCOC(=O)c1cc2c(=O)n3cccc(C)c3nc2n(CCc2ccc(OC)c(OC)c2)c1=N	-1.4%	0.6%	11.0%	1.6%	-0.4%	-0.4%	u	4.1%	u	-0.3%[1.84 µM]	7.1%
c1nc(N2CCNCC2)c2cc(-c3ccc4c(c3)OCO4)ccc2n1	0.7%	0.6%	u	-3.8%	6.0%	2.9%	i	-1.1%[9.22 µM]	i	1.5%	-7.0%
O=C(COc1ccccc1O)c1cccs1	-1.7%	-0.2%	3.8%	-1.4%	-2.3%	0.0%	i	-0.6%	i	0.0%[57.5 µM]	-1.2%
CC(=O)Oc1ccc(Oc2ccc(-c3noc(C)n3)cc2)cc1	-2.0%	-0.5%	-10.6%	8.9%	4.3%	2.4%	i	2.5%	i	-1.8%	-1.3%
c1ccc2c(c1)OCC(c1nnc3sc(-c4ccc5c(c4)OCO5)nn13)O2 (configuration not stated)	-3.0%	1.6%	14.2%	0.8%	-0.3%	u	1.63e-07M*	-2.6%	1.62e-07M*	1.2%	-10.0%
CCC(C)Nc1nc2c(c(=O)[nH]c(=O)n2C)n1CCC(C)C (configuration not stated)	-5.1%	-1.8%	10µM*	-6.7%	-0.8%	-23.7%	i	4.3%	i	-0.2%[57.5 µM]	1.0%
COCCNC(=O)CSc1nc2c(n1-c1ccccc1)CCCC2	-1.8%	0.1%	-4.4%	-4.7%	-1.3%	-1.1%	i	0.0%	u	-0.2%[57.5 µM]	1.0%
CCOC(=O)C1CCc2sc(N)c(C#N)c21 (configuration not stated)	-1.9%	0.2%	-10.1%	-5.9%	-6.2%	-2.4%	i	2.6%	i	-0.1%	-2.9%
Cn1c(NC(=O)c2cccs2)c(-c2cccs2)c(=O)c2ccccc21	2.4%	-0.4%	6.9%	-3.8%	-1.2%	u	i	2.9%	i	-1.2%	6.0%
O=C(CSc1nnc(C2CC2)n1Cc1ccccc1)c1cc2ccccc2o1	6.2%	1.4%	u	-9.0%	6.8%	-5.0%	i	1.9%	i	-0.1%[57.5 µM]	6.9%
O=C(c1ccc2nc(N3CCCCC3)sc2c1)N1CCN(c2ccccn2)CC1	-1.2%	-0.5%	u	-0.7%	-7.3%	1.7%	x	-3.4%	x	-0.1%	-11.7%
COc1cccc(NC(=O)Nc2nnc(N3CCCCC3C)s2)c1 (configuration not stated)	-1.1%	-0.7%	u	-6.8%[2.3 µM]	-5.8%	0.8%	x	x	x	-0.4%	0.0%
CCOC(=O)CSc1cn2c(n1)CCC2	-1.2%	0.9%	-12.6%	-0.6%	-2.8%	1.6%	i	3.2%	u	5.5%	-2.5%
CCC(C)[C@@H](C(=O)Nc1ccc(OC)c(OC)c1)N1Cc2ccccc2C1=O (some centres not stated)	-0.8%	-0.7%	u	-4.4%[2.3 µM]	-5.4%	-13.8%	x	x	x	-0.4%	8.6%
Clc1ccc(-c2nnc3sc(-c4ccco4)nn23)c(Cl)c1	-1.4%	0.3%	u	-4.6%	0.2%	5.1%	i	0.0%	i	3.5%[57.5 µM]	1.0%
COc1ccc(N2CCN(CCNC(=O)CCNS(=O)(=O)c3cccs3)CC2)cc1	0.6%	-2.4%	4.5%	-11.6%	-2.9%	6.5%	i	0.0%	i	-0.9%	-2.8%
O=C(CCS(=O)(=O)c1cccs1)NC1CCCCCC1	-3.4%	0.2%	-5.5%	-1.7%	-1.6%	-0.1%	i	7.4%	i	1.2%	-11.0%
Cc1cccc(NC(=O)c2cc3ccccc3c(=O)o2)n1	-0.4%	-0.4%	2.4%	1.4%	-3.1%	-9.1%	u	0.0%	u	1.4%	-13.1%

# Quoted at random: 2 entries already listed, in no set order.
SMILES	BRCT inh green	BRCT inh red	CRE Fsk mod	Hsp90 Hop PPI	Pol III holo inh	ALOX15 inhib	4-MU autofl	Epigenetic mod	A350 fluor	HBB splice mod	Ub-GFP proteasome
COc1cccc(NC(=O)Nc2nnc(N3CCCCC3C)s2)c1 (configuration not stated)	-1.1%	-0.7%	u	-6.8%[2.3 µM]	-5.8%	0.8%	x	x	x	-0.4%	0.0%
Clc1ccc(-c2nnc3sc(-c4ccco4)nn23)c(Cl)c1	-1.4%	0.3%	u	-4.6%	0.2%	5.1%	i	0.0%	i	3.5%[57.5 µM]	1.0%
